From PubChem BioAssay
E coli Lon inh: inhibitors of E. coli Lon protease, primary screen, biochemical, fluorescence polarization; P0A9M0; purified E. coli Lon protease; inhibition, % at 7.94 µM; 360,000 compounds, 0.42% hits; AID 602123, 2011; in the data active = inhibition above about 13%, passing the limit was not always enough;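 note: 0% = enzyme with probe and DMSO and 100% = no enzyme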
Scp-1 inhibitor: Scp-1 phosphatase inhibitors, primary screen, biochemical, colorimetric, uHTS; Carboxy-terminal domain RNA polymerase II polypeptide A small phosphatase 1 (Homo …; inhibition, % at 20 µM; AID 493091, 2011; 340,000 compounds, 0.88% hits; Recombinant Scp1, phosphopeptide, malachite green phosphate absorbance;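 active = inhibition above about 50% at 20 µM, limit read from the data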;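 note: plate controls were DMSO wells with enzyme for no effect and wells lacking enzyme for full effect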
Target sequence (Q9GZU7 76-261 limits assumed): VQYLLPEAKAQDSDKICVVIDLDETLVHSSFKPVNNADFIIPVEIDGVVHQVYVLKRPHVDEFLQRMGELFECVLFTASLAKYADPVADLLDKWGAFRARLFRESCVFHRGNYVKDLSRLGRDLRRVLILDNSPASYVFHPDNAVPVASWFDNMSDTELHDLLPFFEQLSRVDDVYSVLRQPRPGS
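System: SCP-1 catalytic domain; Reagent: Phospho 17-mer peptide substrate; Doses: one concentration, 20 µM, with 1.0% DMSO; Incubation: 45 min room-temperature reaction, 5 min colour, 30 min stabiliser; Signal: Phosphate-binding colour reagent, absorbance read at 630 nm.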
MsrA act: bovine MsrA enzyme activators, primary screen, biochemical, absorbance, HTS | purified bovine MsrA, absorbance read-out | Methionine sulfoxide reductase A (Bos taurus) | 360,000 compounds, 0.3% hits | activation, % at 10.6 µM; in the data active = activation above about 7.5%;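 note: 0% = vehicle and 100% = reference activator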
MsrA inh: bovine MsrA enzyme inhibitors, primary screen, biochemical, absorbance, HTS. purified bovine MsrA, absorbance read-out. inhibition, % at 15.5 µM. 360,000 compounds, 0.75% hits. AID 651718, 2012; in the data active = inhibition above about 4.5%;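 note: 0% = vehicle wells with enzyme and 100% = reference inhibitor wells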
STEP block: STEP phosphatase inhibitors, primary screen, biochemical, fluorescence intensity, uHTS. Tyrosine-protein phosphatase non-receptor type 5 (Homo sapiens), P54829. recombinant STEP, OMFP fluorogenic substrate. inhibition, % at 20 µM. 360,000 compounds, 0.25% hits;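 active = inhibition at 20 µM, scaled per plate between control wells, above about 37%, limit read from the data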;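 note: 0% = DMSO with enzyme and substrate and 100% = substrate only without enzyme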
Target sequence (P54829 whole entry, looked up): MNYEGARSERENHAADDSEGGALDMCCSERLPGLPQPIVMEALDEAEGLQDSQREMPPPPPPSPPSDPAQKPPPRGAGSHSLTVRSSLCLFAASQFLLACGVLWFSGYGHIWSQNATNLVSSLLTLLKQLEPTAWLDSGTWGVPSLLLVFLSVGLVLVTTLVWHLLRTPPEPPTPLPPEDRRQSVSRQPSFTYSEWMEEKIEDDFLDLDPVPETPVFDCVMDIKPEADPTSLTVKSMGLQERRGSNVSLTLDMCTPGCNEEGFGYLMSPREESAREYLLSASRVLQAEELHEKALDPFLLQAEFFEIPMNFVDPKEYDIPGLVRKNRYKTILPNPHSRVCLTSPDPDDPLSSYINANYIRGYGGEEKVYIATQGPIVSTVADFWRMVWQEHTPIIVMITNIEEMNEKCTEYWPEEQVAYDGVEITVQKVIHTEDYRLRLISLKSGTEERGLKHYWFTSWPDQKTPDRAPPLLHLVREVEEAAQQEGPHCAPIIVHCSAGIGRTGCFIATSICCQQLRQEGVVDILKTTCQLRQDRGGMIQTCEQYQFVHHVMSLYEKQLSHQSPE
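Also added – OMFP at 25 µM · Test system – STEP tyrosine phosphatase · Technique – FITC-channel fluorescence of OMFP product · Schedule – 20 min at room temperature, dark · Evaluation – control-normalized % inhibition with plate pattern correction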
TbMetRS inhib: T. brucei MetRS inhibitors, primary screen, biochemical, luminescence; methionyl-tRNA synthetase (Trypanosoma brucei brucei); purified T. brucei MetRS, ATP depletion, Kinase-Glo luminescence; inhibition, % at 11.9 µM; 360,000 compounds, 0.4% hits;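 active = inhibition above a per-plate cutoff of the control wells' mean inhibition plus 3 SD, cut at about 5.5% in these data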;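 note: 0% = DMSO wells median and 100% = median of wells with control inhibitor compound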
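technique = Kinase-Glo luminescence, ATP depletion format | system = purified MetRS (methionyl-tRNA synthetase) enzyme from Trypanosoma brucei | timing = 15 min preincubation, 2 h reaction, all 25 °C | evaluation = percent inhibition versus plate control medians | dosing = single dose, 11.9 µM final nominal, 0.9% final DMSO | also added = substrates ATP, L-methionine and bulk Escherichia coli tRNA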
LMPTP block: LMPTP phosphatase inhibitors, primary screen, biochemical, fluorescence intensity, uHTS; AID 651560, 2012; inhibition, % at 20 µM; recombinant LMPTP-A, OMFP fluorogenic substrate; 360,000 compounds, 0.22% hits;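 active = compounds that cut the enzyme signal by at least half of the control window in the single-dose screen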;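 note: plate controls were DMSO wells with enzyme plus substrate for no effect and substrate without enzyme for full effect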
Target sequence (P24666 whole entry, looked up): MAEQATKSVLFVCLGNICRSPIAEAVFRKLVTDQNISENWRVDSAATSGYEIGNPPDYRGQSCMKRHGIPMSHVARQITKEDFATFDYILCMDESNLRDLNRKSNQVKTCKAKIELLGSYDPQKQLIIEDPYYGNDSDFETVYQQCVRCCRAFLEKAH
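Test system: LMPTP-A, protein tyrosine phosphatase of low molecular weight; Input: 0.625 nM enzyme; Incubation: 50 min dark incubation at room temperature; Signal: endpoint fluorescence intensity from OMFP dephosphorylation; Read-out basis: % inhibition versus control wells.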
SUMO1 PPI mod: modulators of SUMO1 protein-protein interactions, primary screen, biochemical, uHTS. inhibition, % at 20 µM. Small ubiquitin-related modifier 1 (Homo sapiens), P63165. SUMO1 binding to a labelled peptide, TR-FRET, 1 h. 360,000 compounds, 0.33% hits. AID 602429, 2012; in the data active = inhibition above about 37%
Target sequence (P63165 whole entry, looked up): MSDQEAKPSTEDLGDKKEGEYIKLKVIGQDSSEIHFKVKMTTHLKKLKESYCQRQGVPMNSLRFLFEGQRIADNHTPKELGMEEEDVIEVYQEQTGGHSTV
CendR NRP1 mod: modulators of CendR peptide binding to NRP-1, primary screen, biochemical, fluorescence polarization, uHTS; inhibition, % at 25 µM; AID 602438, 2012; 360,000 compounds, 0.85% hits; Neuropilin-1 (Homo sapiens), O14786; FAM-RPARPAR peptide binding to NRP-1;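 active = inhibition or corrected inhibition above about 18%, plus a signal ratio from 0.5 to 1.5, limit read from the data, passing the limit was not always enough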; note: strong numbers were not always called active
DNMT1 block: human DNMT1 methyltransferase inhibitors, primary screen, biochemical, molecular beacon, fluorescence, HinP1I cleavage, uHTS | DNA (cytosine-5)-methyltransferase 1 (Homo sapiens), P26358 | inhibition (reported as % activation of signal), % at 10 µM | 360,000 compounds, 0.83% hits | AID 588458, 2011; in the data active = inhibition above about 50%
* marks the source's active call; other numbers are inactive results.

What do the screens show for `COc1ccccc1NC(=O)NC1CCS(=O)(=O)C1` (centres undefined)?
E coli Lon inh: 8; Scp-1 inhibitor: -5; MsrA act: -2; MsrA inh: -2.1; STEP block: 1; TbMetRS inhib: -0.5; LMPTP block: -0.8; SUMO1 PPI mod: -2; CendR NRP1 mod: 1; DNMT1 block: 4

What do the screens show for `O=C(C1=C[C@@H](C2CCCCC2)C[C@@H](OCCCCO)O1)N1CCN(Cc2ccccc2)CC1`?
E coli Lon inh: -4; Scp-1 inhibitor: 0; MsrA act: -3; MsrA inh: 0.1; STEP block: 0; TbMetRS inhib: -0.4; LMPTP block: -1.6; SUMO1 PPI mod: -2; CendR NRP1 mod: 13; DNMT1 block: 0

How did COCCCNC(=O)c1cccc(S(=O)(=O)N2CC3(C)CC2CC(C)(C)C3)c1 (centres undefined) do in these assays?
E coli Lon inh: -6; Scp-1 inhibitor: -10; MsrA act: -1; MsrA inh: -0.9; STEP block: -2; TbMetRS inhib: -0.4; LMPTP block: -8.9; SUMO1 PPI mod: -38; CendR NRP1 mod: 1; DNMT1 block: -5

How did CCCCC(CCC(=O)Nc1cccc([N+](=O)[O-])c1)C(=O)O (centres undefined) do in these assays?
E coli Lon inh: -5; Scp-1 inhibitor: 6; MsrA act: -4; MsrA inh: 0.0; STEP block: -1; TbMetRS inhib: 1.2; LMPTP block: -1.5; SUMO1 PPI mod: -19; CendR NRP1 mod: -7; DNMT1 block: 1

What do the screens show for `COC(=O)c1ccc(Cl)c(NC(=O)CN(c2ccccc2)S(=O)(=O)c2ccc(OC)cc2)c1`?
E coli Lon inh: 15; Scp-1 inhibitor: -15; MsrA act: -4; MsrA inh: 0.7; STEP block: 5; TbMetRS inhib: -0.1; LMPTP block: 3.2; SUMO1 PPI mod: 3; CendR NRP1 mod: 10; DNMT1 block: -8

What do the screens show for `COCC(=O)c1[nH]c2ccccc2c1C`?
E coli Lon inh: 0; Scp-1 inhibitor: -7; MsrA act: -14; MsrA inh: 1.9; STEP block: 2; TbMetRS inhib: -1.1; LMPTP block: -3.0; SUMO1 PPI mod: -7; CendR NRP1 mod: 0; DNMT1 block: -1

What do the screens show for `CCOc1ccc(C(=O)NCC(=O)OCC(=O)Nc2ccccc2OC)cc1`?
E coli Lon inh: -3; Scp-1 inhibitor: -9; MsrA act: -1; MsrA inh: 0.1; STEP block: -4; TbMetRS inhib: 0.2; LMPTP block: 0.7; SUMO1 PPI mod: -3; CendR NRP1 mod: 15; DNMT1 block: -4

How did CCOC(=O)c1cc2c(ccn2C)n1Cc1ccc(Cl)cc1 do in these assays?
E coli Lon inh: 4; Scp-1 inhibitor: -11; MsrA act: -5; MsrA inh: 0.8; STEP block: -4; TbMetRS inhib: -0.5; LMPTP block: 1.4; SUMO1 PPI mod: 0; CendR NRP1 mod: -5; DNMT1 block: 9

What do the screens show for `O=C1ON=C(c2ccc([N+](=O)[O-])cc2)/C1=C/c1ccccc1O`?
E coli Lon inh: -5; Scp-1 inhibitor: -2; MsrA act: -2; MsrA inh: 1.2; STEP block: 2; TbMetRS inhib: -0.1; LMPTP block: 1.4; SUMO1 PPI mod: -9; CendR NRP1 mod: -16; DNMT1 block: 10

How did CCc1cccc(OCC(=O)N(C)CC(=O)Nc2cccc(F)c2)c1 do in these assays?
E coli Lon inh: -13; Scp-1 inhibitor: 30; MsrA act: -4; MsrA inh: 0.2; STEP block: 0; TbMetRS inhib: 0.8; LMPTP block: -0.9; SUMO1 PPI mod: -1; CendR NRP1 mod: 2; DNMT1 block: -2

What do the screens show for `COc1ccc(Cc2nc(C(=O)Nc3ccc(F)cc3)cs2)cc1`?
E coli Lon inh: 5; Scp-1 inhibitor: -7; MsrA act: -10; MsrA inh: -1.5; STEP block: 2; TbMetRS inhib: -1.4; LMPTP block: 3.1; SUMO1 PPI mod: 0; CendR NRP1 mod: -14; DNMT1 block: -7

How did O=C(NC(=O)c1ccccc1N1CCCCC1)Nc1ccc(Br)cc1 do in these assays?
E coli Lon inh: 1; Scp-1 inhibitor: -2; MsrA act: -2; MsrA inh: -0.6; STEP block: 1; TbMetRS inhib: -0.4; LMPTP block: 2.9; SUMO1 PPI mod: -4; CendR NRP1 mod: 6; DNMT1 block: 1

What do the screens show for `CC(=O)CC(C)(C)S(=O)(=O)c1ccc(NC(C)=O)cc1`?
E coli Lon inh: -1; Scp-1 inhibitor: -1; MsrA act: -2; MsrA inh: -0.1; STEP block: -2; TbMetRS inhib: 0.1; LMPTP block: -0.2; SUMO1 PPI mod: -1; CendR NRP1 mod: -5; DNMT1 block: 5

What do the screens show for `COc1ccc(NC(=O)NCCN2CCN(c3ccc(C)cc3)CC2)c(Cl)c1`?
E coli Lon inh: -5; Scp-1 inhibitor: -1; MsrA act: -2; MsrA inh: -0.1; STEP block: 1; TbMetRS inhib: -0.2; LMPTP block: 0.8; SUMO1 PPI mod: -5; CendR NRP1 mod: -3; DNMT1 block: 3

Results for CCOC(=O)[C@]12CCCC=C1N(Cc1ccc(Cl)cc1Cl)C(=O)[C@H](CC(=O)N1CCCCC1)C2 ?
E coli Lon inh: 3; MsrA act: -2; MsrA inh: 0.2; TbMetRS inhib: -0.8; LMPTP block: 1.4; SUMO1 PPI mod: 1; CendR NRP1 mod: 1

How did N#C/C(=C(/O)COc1ccc(Br)cc1)c1nnc2n1CCCCC2 do in these assays?
E coli Lon inh: -8; Scp-1 inhibitor: -14; MsrA act: -4; MsrA inh: 1.4; STEP block: -2; TbMetRS inhib: 0.3; LMPTP block: -0.9; SUMO1 PPI mod: 0; CendR NRP1 mod: 4; DNMT1 block: 1

How did O=C(O)c1ccc(N2CCN(c3ccc(Cl)cc3)CC2)c([N+](=O)[O-])c1 do in these assays?
E coli Lon inh: 0; Scp-1 inhibitor: -6; MsrA act: -1; MsrA inh: 0.1; STEP block: -1; TbMetRS inhib: -0.9; LMPTP block: 0.0; SUMO1 PPI mod: -29; CendR NRP1 mod: -16; DNMT1 block: -2

What do the screens show for `COc1ccccc1CNS(=O)(=O)CCNC1CCCCC1`?
E coli Lon inh: -6; Scp-1 inhibitor: 1; MsrA act: -2; MsrA inh: -0.4; STEP block: 1; TbMetRS inhib: 0.4; LMPTP block: -1.5; SUMO1 PPI mod: -1; CendR NRP1 mod: 4; DNMT1 block: 3

How did COc1ccc(C2C3CCCCC3(O)CCN2C(=O)c2cccs2)cc1 (centres undefined) do in these assays?
E coli Lon inh: -2; Scp-1 inhibitor: 1; MsrA act: -4; MsrA inh: -1.0; STEP block: -1; TbMetRS inhib: 0.2; LMPTP block: -1.7; SUMO1 PPI mod: 0; CendR NRP1 mod: -5; DNMT1 block: -2

How did Cc1ccc2[nH]c3c(c2c1)CNCC3 do in these assays?
E coli Lon inh: -7; Scp-1 inhibitor: -3; MsrA act: -3; MsrA inh: -0.7; STEP block: -2; TbMetRS inhib: -1.1; LMPTP block: -3.0; SUMO1 PPI mod: -6; CendR NRP1 mod: 9; DNMT1 block: -3

What do the screens show for `Cc1cc(OCC(=O)Nc2ccncc2)cc(C)c1Br`?
E coli Lon inh: -3; Scp-1 inhibitor: 6; MsrA act: -13; MsrA inh: 3.5; STEP block: 1; TbMetRS inhib: -3.1; LMPTP block: 1.2; SUMO1 PPI mod: 0; CendR NRP1 mod: -8; DNMT1 block: -3

Results for COc1ccc(-c2cc(C)no2)cc1S(=O)(=O)Nc1cccc(C)c1 ?
E coli Lon inh: -11; Scp-1 inhibitor: -10; MsrA act: 0; MsrA inh: 0.1; STEP block: 0; TbMetRS inhib: -0.2; LMPTP block: 0.2; SUMO1 PPI mod: -9; CendR NRP1 mod: 16; DNMT1 block: -4

How did Cc1nonc1OCCNCCNc1ccc([N+](=O)[O-])cc1Cl do in these assays?
E coli Lon inh: 2; Scp-1 inhibitor: -10; MsrA act: -2; MsrA inh: 0.7; STEP block: 3; TbMetRS inhib: 3.0; LMPTP block: -0.9; SUMO1 PPI mod: 7; CendR NRP1 mod: 2; DNMT1 block: -3

Results for CCc1cccc(CC)c1N1C(=O)c2cc(N3CCOCC3)c([N+](=O)[O-])cc2C1=O ?
E coli Lon inh: 1; Scp-1 inhibitor: -5; MsrA act: -3; MsrA inh: 3.3; STEP block: 2; TbMetRS inhib: -0.3; LMPTP block: 1.4; SUMO1 PPI mod: -7; CendR NRP1 mod: 0; DNMT1 block: 0

What do the screens show for `CC(C)(C)OC(=O)C[C@@H]1C/C=C\C[C@H](CC(=O)N(CCO)Cc2ccccc2)C(=O)NC[C@@H](c2ccccc2)OC1=O`?
E coli Lon inh: 2; Scp-1 inhibitor: -2; MsrA act: -6; MsrA inh: 0.7; STEP block: 0; TbMetRS inhib: -0.6; LMPTP block: -2.2; SUMO1 PPI mod: 0; CendR NRP1 mod: 13; DNMT1 block: 3

Results for CCOC(=O)C1(C(=O)OCC)C(C)CC(=O)N1c1ccccc1OC (centres undefined) ?
E coli Lon inh: 1; MsrA act: -1; MsrA inh: -1.8; STEP block: -2; TbMetRS inhib: 0.3; LMPTP block: -0.9; SUMO1 PPI mod: 4; CendR NRP1 mod: -12; DNMT1 block: -1

A draw from above in order of SMILES length, rising.
What do the screens show for `Cc1cc(OCC(=O)Nc2ccncc2)cc(C)c1Br`?
E coli Lon inh: -3; Scp-1 inhibitor: 6; MsrA act: -13; MsrA inh: 3.5; STEP block: 1; TbMetRS inhib: -3.1; LMPTP block: 1.2; SUMO1 PPI mod: 0; CendR NRP1 mod: -8; DNMT1 block: -3

How did Cc1nonc1OCCNCCNc1ccc([N+](=O)[O-])cc1Cl do in these assays?
E coli Lon inh: 2; Scp-1 inhibitor: -10; MsrA act: -2; MsrA inh: 0.7; STEP block: 3; TbMetRS inhib: 3.0; LMPTP block: -0.9; SUMO1 PPI mod: 7; CendR NRP1 mod: 2; DNMT1 block: -3

Results for CCOC(=O)C1(C(=O)OCC)C(C)CC(=O)N1c1ccccc1OC (centres undefined) ?
E coli Lon inh: 1; MsrA act: -1; MsrA inh: -1.8; STEP block: -2; TbMetRS inhib: 0.3; LMPTP block: -0.9; SUMO1 PPI mod: 4; CendR NRP1 mod: -12; DNMT1 block: -1

No enrichment for hits; any-hit rate near 4.3%.
